IL1B cytotox: toxic to HUVEC cells under IL-1B stimulation. HUVEC cell count loss, Hoechst imaging, IL-1B stimulated. 94,000 tested, 0.41% active. cell count reduction, % at 2 µM;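 active = cell count reduction more than 3 SD above the screen-wide mean, cut at about 70% in these data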;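 also: normalized per plate to untreated control cells as the no-loss baseline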
FAK inh: blocks human focal adhesion kinase activity. 97,000 tested, 0.84% active. Q05397. inhibition, %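 (tested at 7 µM)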. biochemical FAK kinase activity assay. AID 727; in the data active = inhibition above about 19%;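 also: 0% = DMSO and 100% = reference compound high control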
PTPN22 inh 2: blocks human PTPN22 phosphatase activity; 96,000 tested, 0.21% active; recombinant LYP catalytic domain, DiFMUP fluorescence; Q9Y2R2; inhibition, % at 2 µM;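 active = inhibition at 2 µM at or above a set limit, the screen mean plus 3 SD, cut at about 24% in these data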;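 also: 0% = DMSO with enzyme and 100% = enzyme fully blocked by orthovanadate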
PTPN22 act: LYP (human) phosphatase activation; recombinant LYP, DiFMUP fluorescence; 0 = plate median, 100 = signal doubled; Q9Y2R2; activation, % at 2 µM; 96,000 tested, 0.11% active;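 active = activation at 2 µM above a set limit, the mean plus 5 SD, cut at about 37% in these data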
HUVEC tox TNFa: toxic to HUVEC cells under TNF alpha stimulation. AID 848. cell count reduction, % at 2 µM. HUVEC TNFalpha-stimulated, Hoechst cell count, imaging. 93,000 tested, 0.17% active;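 active = cell count reduction exceeding the screen mean by over 5 SD, scaled to untreated wells per plate, cut at about 78% in these data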;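 also: cells counted after 24 h of TNF alpha exposure following the 1 h pretreatment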
cytoskel mod: cytoskeleton assembly modification | HUVEC TNFa F-actin phalloidin imaging, high content | AID 836 | inhibition, % at 2 µM | 91,000 tested, 0.18% active;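 active = inhibition above the batch mean plus 3 SD and confirmed as a hit by visual image inspection, cut at about 30% in these data, passing the limit was not always enough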; also: strong numbers were not always called active
ERa coact inh: ER-alpha (human) coactivator binding inhibition | AID 629 | inhibition, % at 25.6 µM | TR-FRET ER-alpha LBD / SRC-1 peptide, estradiol-bound | 86,000 tested, 1.7% active; in the data active = inhibition above about 50%;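 also: 0% = receptor plus peptide control and 100% = peptide only without receptor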
VCAM1 TNFa inh: reduces TNF alpha induced VCAM1 expression in HUVEC | HUVEC TNFa-induced VCAM-1 immunofluorescence, high-content imaging | inhibition, % at 2 µM | 95,000 tested, 0.48% active | AID 802;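 active = inhibition above the batch mean plus 3 SD, with images confirmed as a hit by eye, cut at about 37% in these data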;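 also: 0% = TNF-stimulated DMSO wells and 100% = unstimulated control wells; not every result past the cut was called active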
PTK2B oligo ant: antagonists of human Pyk2 oligomerization. Q14289. Q293 cells, Pyk2 FERM NanoBiT luminescence; stronger effect = lower value. z-score (the deposit names both 25 µM and 10 µM). 99,000 tested, 0.83% active. AID 1347419;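 active = Z-score of -3 or lower, scaled per plate to the spread of control and sample wells; inactive = z-score above -3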;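 also: negative z-score means lost luminescence so less FERM oligomerization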
Target sequence (Q14289 whole entry, looked up): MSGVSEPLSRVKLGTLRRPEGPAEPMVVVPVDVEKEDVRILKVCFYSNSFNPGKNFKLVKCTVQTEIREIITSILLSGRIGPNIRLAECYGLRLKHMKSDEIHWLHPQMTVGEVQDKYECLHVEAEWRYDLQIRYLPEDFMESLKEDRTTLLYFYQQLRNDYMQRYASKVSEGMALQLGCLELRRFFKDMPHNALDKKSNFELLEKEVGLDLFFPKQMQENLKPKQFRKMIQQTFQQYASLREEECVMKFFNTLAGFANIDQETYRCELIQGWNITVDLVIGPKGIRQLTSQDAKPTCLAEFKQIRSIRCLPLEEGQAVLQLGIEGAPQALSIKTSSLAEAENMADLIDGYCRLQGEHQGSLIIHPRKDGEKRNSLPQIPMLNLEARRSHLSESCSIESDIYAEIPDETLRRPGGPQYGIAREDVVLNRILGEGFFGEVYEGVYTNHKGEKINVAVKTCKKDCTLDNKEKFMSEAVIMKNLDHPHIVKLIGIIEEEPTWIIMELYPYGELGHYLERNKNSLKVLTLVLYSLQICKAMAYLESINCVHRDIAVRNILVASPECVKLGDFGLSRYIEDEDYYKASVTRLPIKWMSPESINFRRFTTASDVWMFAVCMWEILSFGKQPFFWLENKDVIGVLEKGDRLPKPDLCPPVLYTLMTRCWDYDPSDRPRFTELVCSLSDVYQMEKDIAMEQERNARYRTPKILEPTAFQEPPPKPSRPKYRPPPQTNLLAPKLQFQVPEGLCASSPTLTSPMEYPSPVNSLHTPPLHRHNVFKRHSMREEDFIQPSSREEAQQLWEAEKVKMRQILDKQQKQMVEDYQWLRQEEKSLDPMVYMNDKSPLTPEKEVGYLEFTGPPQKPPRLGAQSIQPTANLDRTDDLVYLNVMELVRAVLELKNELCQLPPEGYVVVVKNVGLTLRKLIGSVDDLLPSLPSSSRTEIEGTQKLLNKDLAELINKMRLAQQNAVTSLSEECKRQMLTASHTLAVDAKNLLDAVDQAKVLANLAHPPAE
Numbers without * were called inactive; · = not tested or not shown; [ ] = remark or other dose.

SMILES	IL1B cytotox	FAK inh	PTPN22 inh 2	PTPN22 act	HUVEC tox TNFa	cytoskel mod	ERa coact inh	VCAM1 TNFa inh	PTK2B oligo ant
CC(=NCc1ccc2c(c1)OCO2)C1=C(O)c2ccccc2C1=O	-13	6	-2	0	-6	4	13	-4	1.1
C=C(C)C1CC=C(C)/C(=N/NC(=O)c2ccc(NC(=O)c3cccc(C)c3)cc2)C1 (configuration not stated)	6	-4	-9	11	-8	·	·	-4	1.3
Cc1cccc(OCCCC(=O)O)c1C	-33	2	3	-8	-3	-6	24	0	0.72
CC(C)C(=O)Nc1cccc(-c2cnc3ccccc3n2)c1	-66	4	1	-3	-4	-13	-7	18	-1.5
CC1CCCC(C)N1C(=O)CN1C(=O)C(C)(C)Oc2ccc(C(=O)NC3CCCC3)cc21 (configuration not stated)	-31	1	-3	4	-18	-2	-5	8	-0.03
O=C(Cc1c(O)c2ccccc2[nH]c1=O)OC1CCCCC1	10	1	-9	7	-19	-5	2	2	0.84
COc1ccc(/C=N/NC(=O)C(C)n2nnc3ccccc32)cc1OC (configuration not stated)	8	2	-8	10	-16	-17	·	17	0.81
CCOC(=O)C1=C(O)/C(=C/c2ccc(CNC(=O)C(=O)Nc3ccc(C)cc3)o2)N=C1C	-9	0	3	-3	-27	7	55*[fluorescence artefact?]	0	-0.71
Cc1cccc(C)c1NC(=O)CSc1nc(COc2ccccc2)nc2ccccc12	-13	-14	-1	-2	-8	-5	·	2	-0.69
COc1ccc(C(=O)N=c2c(C#N)cc3c(=O)n4cccc(C)c4nc3n2Cc2ccco2)cc1	-16	3	8	-9	-9	1	17	4	·
CC(=O)OCCOc1nc(N(C)C)nc(N(C)C)n1	10	13	-7	6	9	-10	-9	-16	0.48
O=S(=O)(NCc1ccc2c(c1)OCO2)c1cccc2cccnc12	-21	-2	-7	6	18	-5	-5	13	-0.15
CCC(c1nnnn1Cc1ccco1)N1CCN(C(=O)c2ccco2)CC1 (configuration not stated)	0	3	-8	5	-19	-12	12	0	0.4
N#CC1=C(N)Oc2n[nH]c(-c3cccs3)c2C1c1ccco1 (configuration not stated)	-7	3	-28	26	-52	-9	2	32	-1.1
COc1ccc(C(C)(C)C)cc1NC(=O)COC(=O)c1cnc(C)cn1	-39	2	5	-8	-24	·	-22	-8	1.4
Cc1cc(C(F)F)n2nc(C(=O)O)nc2n1	32	1	-11	11	-13	8	-6	11	0.06
Cc1ccc(S(=O)(=O)N2CCN(Cc3cccc(C)c3O)CC2)cc1	12	0	0	0	-37	12	-3	-2	-0.15
O=C(N/N=C/c1ccccc1F)c1csc2c1CCCC2	-62	1	11	-7	7	-21	·	11	-1.4
CC(C)CNC(=O)CCc1c[nH]c2ccccc12	0	-4	8	-5	2	6	-7	14	-0.09
COc1cc(Cl)c(C)cc1NC(=O)CSc1nnc(-c2cccnc2)n1Cc1ccco1	-9	1	3	-4	-6	-8	-7	-18	-1.4
O=C(COc1ccc2oc(-c3ccccc3)cc(=O)c2c1)NCc1ccco1	1	9	-9	6	-21	3	40	17	1
CC(C(=O)NC1CCCC1)N(C(=O)c1ccc(-c2ccccc2)[nH]1)c1ccccc1F (configuration not stated)	-1	3	6	-2	4	-18	·	-4	-2.1
CN1C(=O)C2(c3ccccc31)N(C)CC(c1ccccn1)C21SC(=S)N(Cc2ccco2)C1=O (configuration not stated)	-33	-2	-10	9	-30	15	-1	4	-0.28
c1ccc(-n2nnnc2Oc2ccc(-c3nnco3)cc2)cc1	-10	0	11	-10	·	·	-1	·	2.3
CCN1C(=O)C2(C(C#N)=C(N)Oc3n[nH]c(C(C)C)c32)c2ccccc21 (configuration not stated)	6	-3	-14	18	-2	-8	-1	14	-0.34
Cn1c(SCC(=O)NCc2ccccc2)nc2ccccc21	1	0	-3	1	-17	6	19	2	0.12
O=C(Nc1ccc(F)cc1)c1cnc(-c2ccccc2)nc1-c1ccccc1	-39	-4	2	1	-4	-12	·	7	-0.68
COc1cc2c(cc1OC)-c1cc(NC3CCCCC3)nc(=O)n1CC2	-3	-1	-15	12	-31	11	3	-2	-2.2
O=c1c2ccccc2nnn1CSc1nnc(COc2ccc(Cl)cc2)n1Cc1ccco1	5	9	1	-2	-8	-8	-4	2	-0.67
CCCC(C)C(=O)NCc1ccccc1OC (configuration not stated)	0	-5	-12	10	-6	9	-7	-4	0.15
C=CCn1c(-c2cccnc2Cl)nc2cc(Cl)c(Cl)cc21	-31	-3	-9	13	-10	24	·	4	-3.3*
COc1ccc(C)cc1NC(=O)Cn1cnc2sc(C)c(S(=O)(=O)N3CCOCC3)c2c1=O	10	1	0	4	-4	-8	-2	-2	-0.67
O=c1ccc(Cl)cn1Cc1ccccc1F	-22	0	-9	6	-19	13	-5	19	1.4
O=C(NCCCN1CCCC1=O)c1ccc(Cl)c(NS(=O)(=O)c2ccc(F)cc2)c1	3	-18	-13	12	-19	48	8	-11	2.1
O=C(NCc1cccnc1)C1CCN(S(=O)(=O)c2cccnc2)CC1	-6	-1	2	1	-5	-3	1	5	0.34
CC(=O)Nc1cc2c(cc1C(C)=O)OCCO2	-43	-1	-12	11	-10	11	-2	14	0.87

Filtered by structure, the entries above containing a Cl atom
SMILES	IL1B cytotox	FAK inh	PTPN22 inh 2	PTPN22 act	HUVEC tox TNFa	cytoskel mod	ERa coact inh	VCAM1 TNFa inh	PTK2B oligo ant
COc1cc(Cl)c(C)cc1NC(=O)CSc1nnc(-c2cccnc2)n1Cc1ccco1	-9	1	3	-4	-6	-8	-7	-18	-1.4
O=c1c2ccccc2nnn1CSc1nnc(COc2ccc(Cl)cc2)n1Cc1ccco1	5	9	1	-2	-8	-8	-4	2	-0.67
C=CCn1c(-c2cccnc2Cl)nc2cc(Cl)c(Cl)cc21	-31	-3	-9	13	-10	24	·	4	-3.3*
O=c1ccc(Cl)cn1Cc1ccccc1F	-22	0	-9	6	-19	13	-5	19	1.4
O=C(NCCCN1CCCC1=O)c1ccc(Cl)c(NS(=O)(=O)c2ccc(F)cc2)c1	3	-18	-13	12	-19	48	8	-11	2.1

(listing goes on)
SMILES	IL1B cytotox	FAK inh	PTPN22 inh 2	PTPN22 act	HUVEC tox TNFa	cytoskel mod	ERa coact inh	VCAM1 TNFa inh	PTK2B oligo ant
Cc1ccc(S(=O)(=O)Cn2nnnc2C(C(C)C)N2CCN(Cc3ccco3)CC2)cc1 (configuration not stated)	0	1	-11	8	-31	41	-1	6	-0.08
CN(C)c1nc2ccccc2c(N)c1-c1ccccc1	-40	-3	16	-12	7	-10	4	2	0.01
CN(C)C(=O)NCc1ccc(S(N)(=O)=O)cc1	87*	0	1	-2	-4	9	-8	24	1.2
COC(=O)C1CCN(C(=O)COC(=O)c2n[nH]c3ccccc23)CC1	-34	-3	1	-3	·	·	-4	·	1.4
CC1CCCCN1CCCn1c(=S)[nH]c2ccccc2c1=O (configuration not stated)	-33	-2	-1	0	-17	0	-9	3	0.13
Cc1cccc(C)c1NC(=O)C(NC(=O)c1ccccn1)c1ccc([N+](=O)[O-])cc1 (configuration not stated)	-3	6	8	-5	4	-15	·	-7	-0.25
O=C(Nc1ccccc1C(=O)N/N=C/c1ccc(F)cc1)c1ccccc1Br	-7	5	7	-6	-2	12	·	-7	0.46
COc1cc(-c2nc(-c3ccccc3)c(-c3cc([N+](=O)[O-])ccc3C)[nH]2)cc(OC)c1OC	-5	4	-3	0	-23	0	-6	15	-2.3
Cc1ccc2c(c1)C(O)(CC(=O)c1cccnc1)C(=O)N2 (configuration not stated)	-47	0	2	-5	-2	6	-26	20	0.14
O=C(CN1CCSCC1)N/N=C/c1ccc(F)c(F)c1	·	0	-5	5	-10	-3	4	10	-0.62
CCOC(=O)/C(N=O)=C(\O)C1CCN(C(=O)OCC)CC1	16	4	0	0	-20	·	-6	8	-0.1
Clc1ccc(Cl)c(Oc2ccc(Oc3nc(Cl)ccc3Cl)cc2)n1	-5	-3	4	-3	-16	6	0	-11	-0.4
CC1CCc2c(sc(N)c2C(=O)OC(C)C)C1 (configuration not stated)	-12	-1	3	-2	-14	8	8	-15	0.28
Fc1cc(F)c2nc(N3CCCCC3)sc2c1	2	-3	1	0	-16	-45	13	10	0.72
COc1ccc(CCNC(=O)CCCn2c(SCC#N)nc3ccccc3c2=O)cc1OC	-28	-5	-9	7	-18	16	10[fluorescence artefact?]	-1	-0.48
CC(C)c1nnc(NC(=O)CCC(=O)N2CCN(c3ccccn3)CC2)s1	-4	-5	-9	11	-16	2	-4	5	0.82
Cc1ccc(NC(=S)NCC2CCCO2)cc1C (configuration not stated)	91*	0	1	-1	-7	16	-9	-9	0.29
CCC(=O)Oc1ccc2c(C)c(Cl)c(=O)oc2c1	6	2	1	-3	37	24	17[fluorescence artefact?]	2	0.97
O=C(NCc1cccnc1)c1cccn2c(=O)c3sccc3nc12	7	6	7	-3	1	9	·	11	-0.42
O=C1C=C(O)CC(c2ccc(Cl)c(Cl)c2)C1 (configuration not stated)	6	3	0	-1	-2	1	-32[fluorescence artefact?]	-43	0.39
Cc1ccc(C)c(N(CC(=O)NC2CCCCC2)C(=O)CCC(=O)Nc2ccccn2)c1	-14	3	-7	5	-4	-52	-4	13	·
CCCOc1ccc(C(C(=O)OCCN(CC)CC)c2ccccc2)cc1 (configuration not stated)	5	1	12	-11	2	-8	-6	6	1.5
O=C(NNC(=O)c1ccccc1Cl)c1cccs1	-26	1	5	-1	-2	0	·	1	-0.26
Cc1cc(Cl)ccc1Oc1ncc(CN2CCN(c3ccccc3)CC2)s1	4	0	1	2	-12	2	-4	5	0.19
COc1ccc(N2CCN(c3nc(NCCc4ccc(OC)c(OC)c4)nc(OC)n3)CC2)cc1	-8	-1	-1	2	-45	7	-24	7	-3.1*
O=C(CSC(=S)N1CCCCC1)Nc1nc(-c2ccccc2)c(-c2ccccc2)o1	-31	0	-6	5	0	9	·	-4	-0.18
CC1CCN(CCCNC(=O)c2ccc3c(=O)n(CCc4ccccc4)c(=O)[nH]c3c2)CC1	2	0	-2	2	12	-8	-3	8	0.34
CC(C)COC(=O)n1c(=O)oc2cc(S(=O)(=O)N3CCCCC3)ccc21	16	3	-12	9	-20	-1	8	18	-3.5*
O=C(CCc1ccccc1)OCCN1CCOCC1	33	5	1	-1	3	9	-4	-6	0.21
COc1ccc(NC(=O)Nc2cc(C)ccc2F)cc1	·	0	-11	10	-27	1	-6	8	-0.54
Cc1ccnc2nc(C(=O)NC3=NCCS3)nn12	4	-1	3	-4	-10	4	4[fluorescence artefact?]	11	0.05
CCCN(CCC)C(=O)Cn1c(=O)n(CCC(=O)NCCc2ccccc2)c(=O)c2ccccc21	·	2	-10	9	-19	7	3	0	-0.11
CCCOC(=O)CSc1nnc(-c2ccc(Cl)cc2Cl)o1	-7	-2	-4	3	-22	24	-6	-1	1.9
CCS(=O)(=O)CCSc1nc(C)cc(C)c1C#N	-1	3	4	-4	-9	9	15[fluorescence artefact?]	21	-0.41
Cc1ccc(NC(=O)N(C2=NCC(C)S2)c2ccccc2)cc1 (configuration not stated)	-37	0	-1	2	-51	5	-11	-18	0.11
O=C(c1ccccc1)N1CCN(c2ncnc3c2cnn3-c2ccccc2)CC1	-34	-3	9	-7	-9	4	·	9	-0.87
CC(C)=CC(=O)OCC(=O)Nc1ccc(Cl)cn1	23	1	17	-16	-6	-4	-6	0	-0.1
CC(C)CNC(=S)NNC(=O)c1ccc(OC(F)F)cc1	-15	-4	0	4	4	8	·	12	0.22
CCCCCCOc1ccc(N2C(=O)CC(S/C(N)=N/N=C(\C)c3cccs3)C2=O)cc1 (configuration not stated)	·	-4	18	-13	-19	8	·	4	1.5
COc1ccccc1/C=C1\S/C(=N/NC(=O)c2cccc(Br)c2)NC1=O	-2	0	8	-3	-28	-10	·	24	0.06
COc1ccc(OC)c(S(=O)(=O)NCc2csc(-c3ccccc3)n2)c1	-26	3	-5	6	-5	-41	4	5	1.2

Screening data (PubChem)
